HRas wt GTP bind: modulators of GTP binding to HRas wildtype, primary screen, biochemical, bead-based flow cytometry, multiplex | GTPase HRas (Homo sapiens), P01112 | GST-Ras wt beads, Bodipy-FL-GTP binding; actives lie on both sides | GTP binding activity, % at 10 µM | 0.14% of 190,000 active | AID 759, 2007;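 active = GTP binding activity at least 20% away from the 100% baseline, either lowered as inhibitor or raised as activator; inconclusive = flagged as likely green fluorescent, judged across all proteins in the well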;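 note: 0% = unlabeled GTP competition control and 100% = no-compound control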
Rac1 wt modul: wildtype Rac1 GTP binding modulators, primary screen, biochemical, GST-Rac1 beads, flow cytometry, multiplex; fluorescent GTP binding; actives lie on both sides; 0 = cold GTP competed, 100 = untreated; GTP binding activity (% of control), % at 10 µM; 0.27% of 190,000 active; AID 757, 2007;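 active = GTP binding activity at least 20 points away from the 100% control level, either lower or higher; inconclusive = compound flagged as likely green fluorescent, judged across all proteins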
ABCB1 inh: ABCB1 efflux pump inhibitors, primary screen, cell-based, multiplex, flow cytometry, ABCG2 counter-screen. ATP-dependent translocase ABCB1 (Homo sapiens), P08183. CCRF-Adr cells, JC-1 efflux. inhibition, % at 6.6 µM. 0.067% of 190,000 active. AID 1326, 2008; in the data active = inhibition above about 40%;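 note: 0% = vehicle and 100% = reference inhibitor; higher value means more JC-1 retained so stronger ABCB1 efflux block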
Avidin bead fluor: green autofluorescence of compounds with avidin beads – biophysical, 488/530 nm, flow cytometry, artefact control, profiling panel; compound fluorescence 488/530 nm; stronger effect = higher value; fluorescence (KMESF) at 10 µM; 0.38% of 220,000 active; AID 1775, 2009; in the data active = fluorescence above about 47; note: inactives centre near 10
Cdc42 wt GTP: modulators of GTP binding to wildtype Cdc42, primary screen, biochemical, multiplex bead flow cytometry, Bodipy-GTP; 0.2% of 190,000 active; percent activity (GTP binding), % at 10 µM; GST-Cdc42 beads; actives lie on both sides; Cell division control protein 42 homolog (Homo sapiens), P60953;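 active = percent activity GTP binding at least 20 points away from the 100% baseline, either down as inhibitor or up as activator; inconclusive = compound flagged as likely green fluorescent from well-wide comparison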;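 note: median bead fluorescence of bound Bodipy-FL-GTP at 100 nM; 0% = excess unlabeled GTP control and 100% = no compound control; below 100% means less GTP binding so inhibitor and above means activator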
Rac1 mut GTP: GTP binding modulators of activated mutant Rac1, primary screen, biochemical, bead-based flow cytometry, multiplex, fluorescent GTP; GST-Rac1 activated beads; actives lie on both sides; 100% means binding = to untreated wells; Ras-related C3 botulinum toxin substrate 1 (Homo sapiens), P63000; percent activity (GTP binding), % at 10 µM; 0.11% of 190,000 active;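 active = GTP binding at least 20 percentage points away from the 100% baseline, in either direction, so actives lie on both sides; inconclusive = Compound likely fluorescent itself, or too few beads counted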
Pf gametocyte: late stage P. falciparum gametocyte viability inhibitors, primary screen, ATP luminescence, HTS | 0.065% of 150,000 active | P. falciparum stage V gametocytes, 24 h | AID 743093, 2013 | inhibition, % at 10.9 µM;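 active = inhibition above the mean plus 3 SD of compounds within the control limits, set per campaign, cut at about 38% in these data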;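 note: 0% = DMSO wells and 100% = medium only without gametocytes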
Rab7 wt modul: modulators of GTP binding to Rab7, primary screen, biochemical, wildtype, multiplex bead flow cytometry; 0.055% of 190,000 active; Rab7 GTPase wild type (dog), Bodipy-FL-GTP binding; GTP binding activity (percent of control), % at 10 µM; GST-Rab7 beads, fluorescent GTP binding; actives lie on both sides; untreated = 100%, excess cold GTP = 0%;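 active = fluorescent GTP binding to Rab7 beads changed by at least 20 points from the 100% baseline, either direction, mostly lower; inconclusive = compound itself probably fluorescent, or too few beads counted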;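 note: median green fluorescence of bound Bodipy-FL-GTP per Rab7 bead population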
Mcl1-Noxa inh: Mcl-1/Noxa binding inhibitors, primary screen, biochemical, TR-FRET, 1536-well | Induced myeloid leukemia cell differentiation protein Mcl-1 (Homo sapiens), Q07820 | TR-FRET Mcl-1/Noxa peptide binding, 2 h | inhibition, % at 21.7 µM | 1.5% of 220,000 active;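 active = compounds that cut the protein-peptide binding signal by more than 50% relative to plate controls in a single-dose test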;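 note: His-tagged Mcl-1 with rhodamine Noxa BH3 peptide and terbium anti-His antibody; 0% = Mcl-1 plus Noxa peptide wells and 100% = peptide-only wells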
Target sequence (Q07820 whole entry, looked up): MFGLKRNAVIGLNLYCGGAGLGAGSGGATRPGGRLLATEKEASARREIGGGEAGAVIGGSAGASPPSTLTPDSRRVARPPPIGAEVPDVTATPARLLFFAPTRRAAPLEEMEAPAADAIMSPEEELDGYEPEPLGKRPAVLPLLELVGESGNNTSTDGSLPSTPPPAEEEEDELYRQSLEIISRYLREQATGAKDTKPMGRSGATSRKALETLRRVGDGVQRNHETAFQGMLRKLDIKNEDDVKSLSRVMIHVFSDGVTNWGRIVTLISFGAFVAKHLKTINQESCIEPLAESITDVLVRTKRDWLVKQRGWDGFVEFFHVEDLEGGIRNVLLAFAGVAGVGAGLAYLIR
Rab2 wt GTP: modulators of GTP binding to Rab2A wildtype, primary screen, biochemical, dog, bead-based flow cytometry, multiplex; Ras-related protein Rab-2A (Canis lupus familiaris), P61105; GST-Rab2 wt beads, Bodipy-GTP binding; GTP binding activity, % at 10 µM; 0.19% of 190,000 active; AID 760, 2007;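 active = GTP binding activity at least 20 points away from 100%, either lowered or raised; inconclusive = signal likely due to the compound's own green fluorescence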;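 note: 0% = beads with excess unlabeled GTP and 100% = no-compound control corrected for plate trend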
ABCG2 inh: ABCG2 efflux pump inhibitors, primary screen, multiplex with ABCB1, IgMXP3 cells, flow cytometry | 0.1% of 190,000 active | inhibition, % at 6.6 µM | JC-1 efflux | AID 1325, 2008;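 active = inhibition above 80%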;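 note: 0% = DMSO and 100% = nicardipine control wells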
Target sequence (Q9UNQ0 whole entry, looked up): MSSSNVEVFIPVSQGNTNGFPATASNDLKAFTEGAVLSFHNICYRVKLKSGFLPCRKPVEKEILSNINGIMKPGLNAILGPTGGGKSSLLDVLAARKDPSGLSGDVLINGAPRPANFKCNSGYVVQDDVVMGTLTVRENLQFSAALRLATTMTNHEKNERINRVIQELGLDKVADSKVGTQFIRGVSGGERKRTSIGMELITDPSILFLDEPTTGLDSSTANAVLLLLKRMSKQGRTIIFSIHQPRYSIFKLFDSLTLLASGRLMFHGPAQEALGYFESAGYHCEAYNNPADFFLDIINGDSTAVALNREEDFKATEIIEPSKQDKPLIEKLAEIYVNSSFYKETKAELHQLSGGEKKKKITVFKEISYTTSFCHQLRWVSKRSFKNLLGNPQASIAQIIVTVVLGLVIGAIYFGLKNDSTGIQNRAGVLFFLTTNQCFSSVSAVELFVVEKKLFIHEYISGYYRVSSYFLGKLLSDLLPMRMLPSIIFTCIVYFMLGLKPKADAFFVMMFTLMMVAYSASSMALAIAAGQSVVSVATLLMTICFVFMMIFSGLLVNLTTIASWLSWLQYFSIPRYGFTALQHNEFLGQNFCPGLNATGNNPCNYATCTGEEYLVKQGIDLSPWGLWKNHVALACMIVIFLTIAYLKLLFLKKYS
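Times: 10 min at 25 °C | Test system: Two drug-resistant human cell lines, ABCG2 and ABCB1 | Quantity: 3 million cells/mL final, two lines in 1:1 ratio | Signal: Flow cytometry, 530 nm JC-1 signal | Dosing: Compound at 6.6 µM | Controls: Nicardipine and DMSO wells | Reagent: JC-1 as fluorescent efflux pump substrate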
An asterisk follows results filed as active.

Cc1cc(NC2C3CC4CC(C3)CC2C4)n2ncnc2n1 (stereo not given) was read as HRas wt GTP bind 100, Rac1 wt modul 99, ABCB1 inh 0.3, Avidin bead fluor 8, Cdc42 wt GTP 100, Rac1 mut GTP 100, Pf gametocyte -12, Rab7 wt modul 96, Mcl1-Noxa inh -4, Rab2 wt GTP 99 and ABCG2 inh 2.
`NC(=O)c1cc(N)ccc1N1CCCC1` gave HRas wt GTP bind 101, Rac1 wt modul 105, ABCB1 inh 0.2, Avidin bead fluor 9, Cdc42 wt GTP 101, Rac1 mut GTP 99, Rab7 wt modul 104, Mcl1-Noxa inh 23, Rab2 wt GTP 102 and ABCG2 inh 4.
Screening Cc1ccccc1CN1C[C@@H]2C[C@@H](c3ccc4nsnc4c3)N3CCC[C@@]23C1=O returned HRas wt GTP bind 98, Rac1 wt modul 104, ABCB1 inh 1.9, Avidin bead fluor 3, Cdc42 wt GTP 101, Rac1 mut GTP 96, Pf gametocyte 7, Rab7 wt modul 104, Mcl1-Noxa inh -3, Rab2 wt GTP 101 and ABCG2 inh 1.
COc1ccc(CCNC(=O)C2CCCN(Cc3nc(-c4cccc(Cl)c4)oc3C)C2)cc1OC (stereo not given) was read as HRas wt GTP bind 101, Rac1 wt modul 99, ABCB1 inh 4.6, Avidin bead fluor 11, Cdc42 wt GTP 101, Rac1 mut GTP 98, Pf gametocyte -4, Rab7 wt modul 102, Mcl1-Noxa inh 14, Rab2 wt GTP 100 and ABCG2 inh 25.
CCN(C(=O)c1cc2cc3ccc(C)cc3nc2o1)c1ccc(OC)cc1 was read as HRas wt GTP bind 98, Rac1 wt modul 102, ABCB1 inh 3.3, Avidin bead fluor 13, Cdc42 wt GTP 99, Rac1 mut GTP 96, Pf gametocyte -29, Rab7 wt modul 97, Mcl1-Noxa inh 6, Rab2 wt GTP 97 and ABCG2 inh 58.
Screening O=C(CSCc1ccc(F)cc1)Nc1ccc(F)cc1 returned HRas wt GTP bind 100, Rac1 wt modul 100, ABCB1 inh 0.9, Avidin bead fluor 3, Cdc42 wt GTP 98, Rac1 mut GTP 98, Pf gametocyte 8, Rab7 wt modul 101, Mcl1-Noxa inh 15, Rab2 wt GTP 101 and ABCG2 inh 5.
Screening O=C(CCc1nnc(CCCc2ccccc2)o1)NCC(F)(F)F returned HRas wt GTP bind 96, Rac1 wt modul 99, ABCB1 inh -2.0, Avidin bead fluor 11, Cdc42 wt GTP 98, Rac1 mut GTP 98, Pf gametocyte -21, Rab7 wt modul 96, Mcl1-Noxa inh -5, Rab2 wt GTP 99 and ABCG2 inh -1.
For COc1ccc(-c2cc(C(=O)Nc3nc4ccccc4s3)c3ccccc3n2)cc1OC the results were HRas wt GTP bind 98, Rac1 wt modul 101, ABCB1 inh 0.9, Avidin bead fluor 15, Cdc42 wt GTP 101, Rac1 mut GTP 102, Pf gametocyte 4, Rab7 wt modul 96, Mcl1-Noxa inh 26, Rab2 wt GTP 99 and ABCG2 inh 0.
`COc1cccc(/C=C2\SC(=O)NC2=O)c1OCc1ccc(C(=O)O)cc1` gave HRas wt GTP bind 92, Rac1 wt modul 93, ABCB1 inh -0.4, Avidin bead fluor 11, Cdc42 wt GTP 90, Rac1 mut GTP 90, Rab7 wt modul 93, Mcl1-Noxa inh 7, Rab2 wt GTP 89 and ABCG2 inh -3.
For CCN1C(=O)c2cccc3c(S(=O)(=O)NC(Cc4c[nH]c5ccccc45)C(=O)O)ccc1c23 (stereo not given) the results were HRas wt GTP bind 93, Rac1 wt modul 97, ABCB1 inh -0.2, Avidin bead fluor 6, Cdc42 wt GTP 96, Rac1 mut GTP 94, Rab7 wt modul 95, Mcl1-Noxa inh 16, Rab2 wt GTP 95 and ABCG2 inh 0.
COC(=O)c1cc(NC(=O)C2(S(=O)(=O)c3ccc(C)cc3)CC2)cc(C(=O)OC)c1 was read as HRas wt GTP bind 102, Rac1 wt modul 102, ABCB1 inh 4.3, Avidin bead fluor 5, Cdc42 wt GTP 101, Rac1 mut GTP 99, Pf gametocyte 23, Rab7 wt modul 105, Mcl1-Noxa inh -7, Rab2 wt GTP 98 and ABCG2 inh 2.
For CCOC(=O)c1ccc2nc(NC(NC(C)=O)(C(=O)OC)C(F)(F)F)sc2c1 (stereo not given) the results were HRas wt GTP bind 97, Rac1 wt modul 95, ABCB1 inh 0.3, Avidin bead fluor 29, Cdc42 wt GTP 98, Rac1 mut GTP 94, Pf gametocyte -13, Rab7 wt modul 96, Mcl1-Noxa inh -90, Rab2 wt GTP 95 and ABCG2 inh 0.
`CCOC(=O)N1CCN(CC(=O)Nc2ccc(C)c(Br)c2)CC1` gave HRas wt GTP bind 96, Rac1 wt modul 96, ABCB1 inh 0.0, Avidin bead fluor 36, Cdc42 wt GTP 98, Rac1 mut GTP 94, Rab7 wt modul 97, Mcl1-Noxa inh 44, Rab2 wt GTP 96 and ABCG2 inh 0.
`Cc1cccc(NC(=O)CC(C)(C)C)c1` gave HRas wt GTP bind inconclusive, Rac1 wt modul inconclusive, ABCB1 inh 1.0, Avidin bead fluor 13, Cdc42 wt GTP inconclusive, Rac1 mut GTP inconclusive, Rab7 wt modul inconclusive, Mcl1-Noxa inh -1, Rab2 wt GTP inconclusive and ABCG2 inh 7.
For COC(=O)c1sc2ccccc2c1N the results were HRas wt GTP bind 101, Rac1 wt modul 105, ABCB1 inh -2.0, Avidin bead fluor 7, Cdc42 wt GTP 102, Rac1 mut GTP 101, Rab7 wt modul 100, Mcl1-Noxa inh 10, Rab2 wt GTP 99 and ABCG2 inh -3.
For CCCc1cc(=O)[nH]c(SCC(=O)N2CCN(S(=O)(=O)c3ccc(C)cc3)C2)n1 the results were HRas wt GTP bind 101, Rac1 wt modul 105, ABCB1 inh 0.4, Avidin bead fluor 26, Cdc42 wt GTP 100, Rac1 mut GTP 98, Rab7 wt modul 102, Mcl1-Noxa inh 7, Rab2 wt GTP 101 and ABCG2 inh 1.
`COc1ccccc1NC(=O)c1nn(-c2ccccc2)ccc1=O` gave HRas wt GTP bind 96, Rac1 wt modul 92, ABCB1 inh 0.1, Avidin bead fluor 7, Cdc42 wt GTP 93, Rac1 mut GTP 92, Pf gametocyte 1, Rab7 wt modul 92, Mcl1-Noxa inh 11, Rab2 wt GTP 93 and ABCG2 inh 2.
Screening COC(=O)CSc1snnc1-c1ccc(Cl)cc1Cl returned HRas wt GTP bind 99, Rac1 wt modul 104, ABCB1 inh 0.2, Avidin bead fluor 7, Cdc42 wt GTP 101, Rac1 mut GTP 100, Rab7 wt modul 96, Mcl1-Noxa inh 9, Rab2 wt GTP 98 and ABCG2 inh 1.
`Cc1cc(CNC(=O)COc2ccc(F)cc2Cl)cc(C)c1O` gave HRas wt GTP bind 98, Rac1 wt modul 96, ABCB1 inh 1.8, Avidin bead fluor 11, Cdc42 wt GTP 97, Rac1 mut GTP 96, Pf gametocyte -4, Rab7 wt modul 98, Mcl1-Noxa inh 8, Rab2 wt GTP 99 and ABCG2 inh 23.
Screening CSc1ccc(C2C(C#N)=C(N)N(c3ccccc3)C3=C2C(=O)CCC3)cc1 (stereo not given) returned HRas wt GTP bind 106, Rac1 wt modul 106, ABCB1 inh 2.5, Avidin bead fluor 5, Cdc42 wt GTP 107, Rac1 mut GTP 100, Pf gametocyte 15, Rab7 wt modul 103, Mcl1-Noxa inh 21, Rab2 wt GTP 105 and ABCG2 inh 3.
For Cn1c(=O)[nH]c(=O)c2c1nc(N1CCNCC1)n2Cc1cccc2ccccc12 the results were HRas wt GTP bind 97, Rac1 wt modul 93, ABCB1 inh 0.5, Avidin bead fluor 15, Cdc42 wt GTP 92, Rac1 mut GTP 93, Rab7 wt modul 96, Mcl1-Noxa inh -2, Rab2 wt GTP 95 and ABCG2 inh 1.
Screening COC(=O)c1ccc(CSc2ncnc3ccccc23)o1 returned HRas wt GTP bind 99, Rac1 wt modul 102, ABCB1 inh 0.5, Avidin bead fluor 6, Cdc42 wt GTP 98, Rac1 mut GTP 95, Rab7 wt modul 101, Mcl1-Noxa inh 1, Rab2 wt GTP 96 and ABCG2 inh 4.
Screening CCCCNC(=O)CN1CCC2(O)CCCCC2C1c1ccccc1OC (stereo not given) returned HRas wt GTP bind 95, Rac1 wt modul 95, ABCB1 inh 0.8, Avidin bead fluor 12, Cdc42 wt GTP 97, Rac1 mut GTP 94, Rab7 wt modul 93, Mcl1-Noxa inh 26, Rab2 wt GTP 95 and ABCG2 inh 2.
O=C(NC(=S)N1CCCCCC1)C1CC1 was read as HRas wt GTP bind 97, Rac1 wt modul 103, ABCB1 inh -0.9, Avidin bead fluor 1, Cdc42 wt GTP 98, Rac1 mut GTP 97, Pf gametocyte -9, Rab7 wt modul 99, Mcl1-Noxa inh 24, Rab2 wt GTP 94 and ABCG2 inh -5.
`O=C(CN(CC1CCCO1)C(=O)CNS(=O)(=O)c1ccc(Cl)cc1)NCCc1ccccc1` (stereo not given) gave HRas wt GTP bind 94, Rac1 wt modul 93, ABCB1 inh 1.0, Avidin bead fluor 9, Cdc42 wt GTP 92, Rac1 mut GTP 92, Rab7 wt modul 94, Mcl1-Noxa inh -2, Rab2 wt GTP 91 and ABCG2 inh 3.
Screening COc1c[nH]n(C2CCCCC2)c(=O)c1=O returned HRas wt GTP bind 101, Rac1 wt modul 100, ABCB1 inh 0.3, Avidin bead fluor 5, Cdc42 wt GTP 102, Rac1 mut GTP 98, Rab7 wt modul 94, Mcl1-Noxa inh -28, Rab2 wt GTP 103 and ABCG2 inh 0.
Screening CCCCCCc1cc2cc(-c3nnc(-c4ccccc4)o3)c(=O)oc2cc1O returned HRas wt GTP bind 105, Rac1 wt modul 101, ABCB1 inh 13, Avidin bead fluor 21, Cdc42 wt GTP 101, Rac1 mut GTP 96, Rab7 wt modul 106, Mcl1-Noxa inh 19, Rab2 wt GTP 105 and ABCG2 inh 47.
